# p53ts 32C kill – kills p53ts cells at the permissive temperature; H1299-p53A138V at 32C, ATP luminescence viability, 24 h; AID 924; 130,000 tested, 0.93% active; Potency, µM (top dose mostly 46.1 µM), for inactives: at the top dose activity change, negative = cytotoxicity, hits mostly cytotoxic;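 also: 0% = DMSO and -100% = full killing by reference compound; nearly all actives have a fitted effect of over 55% in size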
#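 Viability by ATPlite luminescence after 24 h compound treatment (up to 46 uM) at the permissive 32C. Cells are H1299 carrying p53 A138V. Scale runs from DMSO basal to 100 uM tamoxifen as full kill; AC50 from Hill fits.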
# Peg3 imprint – induces erasure of genomic imprints in mouse ES cells; mouse ES Peg3-LacZ reporter, beta-gal luminescence, 40 h; Potency, µM (series often up to 60.7 µM), for the others: at the highest dose activity change, positive = activation, actives largely listed as activators; 110,000 tested, 0.02% active;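 also: 0% = negative control wells on the plate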
#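 Each well holds 300 Peg3LacZ-Neo (maternal) female ES cells incubated 40 h at 37C, 5% CO2. LacZ is measured by BetaGlo luminescence, with AC50 and maximum efficacy derived from dose-response curves.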
# p53ts 39C tox – cytotoxicity in p53ts cells at nonpermissive temperature. H1299-p53A138V viability at 39C, ATP luminescence, 24 h. Potency, µM (titrated, usually from 46.1 µM), for the others: top-dose activity change, negative = cell killing, hits mostly cytotoxic. 130,000 tested, 1.5% active; also: nearly all actives have a fitted effect of over 55% in size
# IkB sig inh – suppresses IkB signaling in ABC-DLBCL reporter cells | ABC-DLBCL IkBa-CBG/CBR dual luciferase ratio, 4 h; response scale: scaled: untreated 0%, proteasome inhibitor 100% | 110,000 tested, 0.04% active | Potency, µM (doses to about 57.1 µM), inactives show at the highest dose IkBa stabilization activation; active = well fitted curve in the direction sought with a large enough effect in the signal ratio, not every such curve was filed as active; inconclusive = small, poorly fitted or top-dose-only effect, or a change in a side signal; the % refers to the signal ratio;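 also: the direction sought is a rising ratio; 0% = basal untreated cells and 100% = reference inhibitor full response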
#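 In this assay, an IκBα–CBG68 fusion accumulates when IKK-driven degradation is blocked; native CBR normalizes for cell number. OCI-Ly3 cells were treated 4 h with compound and doxycycline, then green and red light read after Chroma-Glo addition.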
# * = called active by the depositor; u = inconclusive; x = no result given; & = joins results of further samples; [ ] = dose if it differs, or a comment. Unless noted, calls follow the shape of the dose curve; as a rule, active = well fitted curve in the direction sought with a large enough effect; inconclusive = small, poorly fitted or top-dose-only effect, or another doubt; inactive = no such curve, though single readings can be large; an effect the other way counts as inactive or inconclusive. Unless noted, % is scaled to controls: 0 for no effect and ±100 for the full control effect; potency is read from the fitted curve at half-maximal effect.
SMILES	IkB sig inh	Peg3 imprint	p53ts 32C kill	p53ts 39C tox
Cc1ccc(C2NC(=O)c3n[nH]c(-c4cccs4)c32)cc1 (centres undefined)	u	-11%[10.9 µM]	16%	15%
COc1ccc(CNC(=O)c2c(O)nc3cc(C)ccn3c2=O)cc1	u	-12%[10.9 µM]	-4%	21%
COc1ccc(S(=O)(=O)c2cnc3ccc(Cl)cc3c2N2CCCCC2C)cc1 (centres undefined)	-2.7%	-7%[10.9 µM]	30%[activator]	-29%
OCC1OC(C#Cc2ccccc2)C=CC1O (centres undefined)	x	x	-5%&2%&2%[9.22 µM]	10%&18%&2%[9.22 µM]
COc1cc(OC)cc(C(=O)NCCN2CCOCC2)c1	-0.5%	0%	4%	u
O=C(COc1ccc(Cl)cc1)Nc1ccc2oc(-c3ccncc3)nc2c1	1.5%	-19%	-1%	-3%
CN(C)CCCNc1cc(N2CCN(C3CCCCC3)CC2)c2noc3c2c1C(=O)c1ccccc1-3	-0.5%	-13%[10.9 µM]	-12%	20µM*
O=S(=O)(NC1=NCCCCCC1)c1cccs1	0.9%	-1%	5%	4%
COc1ccc(NC(=O)Cn2c(=O)n(-c3ccccc3)c(=O)c3c4c(sc32)CCCC4)cc1	u	8%[10.9 µM]	u	25µM*
COC(=O)Cc1ccc(NC(=O)c2ccc(Br)o2)cc1	-0.5%	-75%[inhibitor]	-28%	u
CC1=C(C(=O)Nc2ccc(F)cc2)C(c2ccc(N(C)C)cc2)NC(=O)N1 (centres undefined)	3.4%	16%[10.9 µM]	7%	4%
Cc1cccn2c(=O)c(/C=N/O)c(N3CCCCC3)nc12	0.8%	-14%	17%	9%
Clc1ccc2nc(NC3=NCN(CCN4CCOCC4)CN3)nc(-c3ccccc3)c2c1	-1.4%	-11%	1%	-16%
Cc1c(C2=CCN(S(=O)(=O)c3cccc(Cl)c3)CC2)c2ccccc2n1CC(=O)N1CCCC1	2.8%	-16%[10.9 µM]	4%	-12%
CN1CC(=O)N(CC(=O)Nc2ccc(Cl)c(C(F)(F)F)c2)c2ccccc2C1=O	u	-9%[10.9 µM]	6%	-17%
CCc1cccc(C)c1NC(=O)CCn1c(=O)c2cccn2c2ccccc21	u	-10%[10.9 µM]	-12%	-23%
N#Cc1nc(-c2cccs2)oc1N1CCN(c2ccccc2)CC1	-2.0%	8%	5%	0%
COc1ccc(NC(=O)CCN2CCC(C)CC2)cc1	-0.8%	-16%	12%	-9%
O=C(CN1CCCC1)N1c2ccccc2Sc2ccc(C(F)(F)F)cc21	x	x	0%	-1%
Cn1c(CNc2ccc(Cl)cc2)nnc1SCCN1CCCCC1	x	x	-13%	9%
Cc1ccc(N(C(C)C(=O)Nc2ccccc2C(=O)N2CCOCC2)S(C)(=O)=O)cc1C (centres undefined)	0.0%	-8%	8%	15%
CCOC(=O)C1CCN(C(=O)c2ccc3c(c2)sc2nc(-c4ccc(C)cc4)cn23)CC1	0.7%	-10%[10.9 µM]	6%	-3%
O=S(=O)(NCCSc1nc2ccccc2o1)c1ccccc1	-0.2%	-16%	-25%	-6%
Cc1cccc(C(=O)N2CCc3cc(CNC(=O)c4ccnn4C)ccc32)c1	-2.7%	-23%[10.9 µM]	-13%	-11%
N#Cc1nc(/C=C/c2ccc(F)cc2)oc1N1CCCCCC1	-2.3%	-14%[10.9 µM]	-1%	u
CCOc1ccc(N(CC(N)=O)S(=O)(=O)c2ccc(F)cc2)cc1	2.3%	-2%	8%	-2%
CCC(=O)N=C1SC2CS(=O)(=O)CC2N1c1cccc(OC)c1 (centres undefined)	1.7%	-7%	5%	-5%
COc1ccccc1/C=C(\C#N)C(=O)NCC1CCCO1 (centres undefined)	14%	21%[10.9 µM]	-8%	-2%
COc1ccc2cc(CN(Cc3cccnc3)Cc3nnnn3Cc3ccccc3)c(=O)[nH]c2c1	0.2%	-13%	6%	2%
CN(CC(=O)Nc1ccc(Cl)cc1F)S(=O)(=O)c1ccc2c(c1)n(C)c(=O)c(=O)n2C	0.2%	-9%[10.9 µM]	4%	-10%

# Ordered by heavy-atom count (falling): 4 of the compounds above.
SMILES	IkB sig inh	Peg3 imprint	p53ts 32C kill	p53ts 39C tox
CCOC(=O)C1CCN(C(=O)c2ccc3c(c2)sc2nc(-c4ccc(C)cc4)cn23)CC1	0.7%	-10%[10.9 µM]	6%	-3%
CN(CC(=O)Nc1ccc(Cl)cc1F)S(=O)(=O)c1ccc2c(c1)n(C)c(=O)c(=O)n2C	0.2%	-9%[10.9 µM]	4%	-10%
CCc1cccc(C)c1NC(=O)CCn1c(=O)c2cccn2c2ccccc21	u	-10%[10.9 µM]	-12%	-23%
CC1=C(C(=O)Nc2ccc(F)cc2)C(c2ccc(N(C)C)cc2)NC(=O)N1 (centres undefined)	3.4%	16%[10.9 µM]	7%	4%

# The list continues:
SMILES	IkB sig inh	Peg3 imprint	p53ts 32C kill	p53ts 39C tox
CC(=O)Nc1cccc(Oc2ccc3c(c2)C(=O)N(CCC(=O)O)C3=O)c1	4.9%	16%	-8%	1%
Cc1cccc(NC(=O)N2CCC(c3nc4ccccc4o3)CC2)c1	0.6%	-13%	17%	-8%
CCCNC(=O)N1N=C(c2ccc(N)cc2)c2cc3c(cc2[C@H]1C)OCO3	0.2%	-15%	5%	-7%
CC(C)(C)C(=O)Oc1cc(N)n(S(=O)(=O)c2ccccc2)n1	1.3%	-7%	3%	-14%
COc1ccc(S(=O)(=O)N2CCC(N3CCN(Cc4ccc(F)cc4)C(=O)C3=O)CC2)cc1	0.2%	12%[10.9 µM]	u	-5%
COc1ccc(CCNC(=O)c2nnn(CC(=O)Nc3ccccc3C)c2N)cc1OC	-1.4%	-11%	-1%	-4%
CCN(CC)S(=O)(=O)c1ccc2c(c1)N(CC(=O)NCCc1ccccc1)C(=O)CO2	-0.3%	9%[10.9 µM]	4%	-7%
COc1ccc(CNC(=O)CN2C(=O)COc3ccc(S(=O)(=O)N4CCCCC4)cc32)cc1	2.5%	17%[10.9 µM]	6%	-14%
COc1ccc(CNC(=O)c2cnc(N3CCCC3)nc2C)cc1	0.1%	-11%[10.9 µM]	-8%	-9%
Cc1cccc(NC(=O)C2CCCN(S(=O)(=O)c3ccc4c(c3)oc(=O)n4C)C2)c1C (centres undefined)	1.7%	-8%[10.9 µM]	7%	18%
CC1(c2ccc(Cl)cc2)NC(=O)N(CC(=O)NC(=O)NCc2ccco2)C1=O (centres undefined)	3.2%	-1%	1%	-11%
CCC(=O)Nc1nc(C)c(C(=O)NC2CCCCC2)s1	x	x	4%	6%
CCOC(=O)N1CCC(NC(=O)CSc2cc(=O)n(C)c3ccccc23)CC1	-1.6%	-13%	u	-3%
O=C(Nc1ccc2c(c1)Cc1ccccc1-2)[C@@H]1[C@H](C(=O)O)[C@]2(Cl)C(Cl)=C(Cl)[C@@]1(Cl)C2(Cl)Cl	3.5%[11.4 µM]	8%[10.9 µM]	17%[9.22 µM]	-12%[9.22 µM]
Cc1cc(C(=O)N[C@H](c2ccccc2)[C@@]2(C)C[C@@H]2[C@@H](C)C(=O)Nc2ccc3ccccc3c2)n(C)n1	x	9%	8%	-6%
Cc1oc(-c2ccccc2)nc1CNC(=O)NC1CCCCC1	1.0%	-9%[10.9 µM]	5%	-24%
CCCCn1c(=NC(=O)c2ccc3c(c2)OCO3)c(C#N)cc2c(=O)n3cccc(C)c3nc21	1.7%	-2%	-2%	9%
O[C@@H](c1cc(-c2ccccc2)nc2c1ccc1ccccc12)[C@@H]1CCCCN1	1.0%[11.4 µM]	x	6%[9.22 µM]	-8%[9.22 µM]
CC(Oc1ccccc1)C(=O)Nc1ccccc1C(=O)OCc1cc(=O)n2nc(C(C)C)sc2n1 (centres undefined)	u	-25%[10.9 µM]	28%	-17%
c1ccc(CNc2c3c(nc4ncnn24)CCCC3)nc1	0.9%	-1%	13%	13%
COc1ccc(N(CC(=O)Nc2cc(C)on2)S(=O)(=O)c2cc(C)ccc2C)cc1	8.6%	-16%	16%	0%
Cc1cc(C(F)F)n2nc(C(=O)Nc3ccc(C(C)C)cc3)nc2n1	-1.6%	-3%[10.9 µM]	-12%	-27%
COc1ccccc1C(=O)Nc1nnc(SCc2cc(=O)c3ccccc3[nH]2)s1	u	-12%[10.9 µM]	-10%	-6%
O=C1NC(=O)C(CC(=O)N(c2ccccc2)C2(C(=O)NC3CCCC3)CCCCC2)N1 (centres undefined)	-1.1%	-1%	-6%	-5%
CCC1=C2CC[C@H]3C(=O)NC(=O)[C@H]3[C@H]2[C@@]2(Cc3ccccc3)C(=NCC3CC3)OC(=O)N2C1=O	x	-9%	15%	0%
CC1(C)CC(=O)C2=C(C1)OC(N)=C(C#N)C2C#Cc1ccccc1 (centres undefined)	u	-19%	5%	2%
O=C(CCC1N=C2c3ccccc3N=C(SCc3ccc(F)cc3)N2C1=O)NCc1ccc(F)cc1 (centres undefined)	u	-7%[10.9 µM]	8%	-13%
CC(=O)Nc1cccc(-c2nnc(SCC(=O)N3CCCCC3)n2C)c1	-1.0%	-15%	-4%	10%
COc1ccc(C(=O)Nc2ccc(Cl)cc2C(=O)NCCO)cc1	0.3%	-9%	10%	16%
CCN(CC)C(=O)Cn1cc(SCC(=O)Nc2cccc(C)c2)c2ccccc21	-2.2%	-16%[10.9 µM]	-2%	-10%
CCCN(CCC)CCCNC(=O)Cn1ncc2c3ccccc3n(Cc3ccccc3)c2c1=O	u	3%[10.9 µM]	-5%	-26%
Cc1ccc(S(=O)(=O)N2CCC(C(=O)N[C@@H](C)C(=O)NCC3CCCO3)CC2)cc1 (some centres undefined)	-2.9%	10%	-2%	10%
COc1ccc(-c2noc(CCN3C(=O)c4ccccc4C3=O)n2)cc1OC	0.2%	0%	5%	4%
CCc1ccccc1N1CC23C=CC(O2)C(C(=O)OC)C3C1=O (centres undefined)	4.4%	-8%	6%	10%
COc1ccc(N2CC(NC(=O)COc3ccc(F)cc3)CC2=O)cc1OC (centres undefined)	u	-6%[10.9 µM]	-4%	-6%
Cc1cccc2c1-c1sc(C(=O)NCCCN3CCN(c4cccc(Cl)c4)CC3)cc1CO2	1.5%	-31%[inhibitor][10.9 µM]	-3%	13µM*
O=C(NCc1cccs1)c1cc2c(s1)CS(=O)(=O)C2	-0.6%	-14%	1%	2%
CCC(=O)Nc1cccc(NC(=O)c2ccc3c(c2)OCCO3)c1	2.8%	-52%[inhibitor]	u	u
CCCCC(=O)OCc1cc(=O)n2nc(C3CCCCC3)sc2n1	0.8%	-8%[10.9 µM]	-1%	-15%
CC(=O)N1CCc2cc(CNC(=O)Nc3ccccc3C(F)(F)F)ccc21	1.5%	-2%[10.9 µM]	-3%	-17%
CCCOc1ccc(-c2nonc2NC(=O)c2cc(OC)c(OC)c(OC)c2)cc1OCCC	0.8%	7%[10.9 µM]	-12%	-23%
O=S(=O)(c1ccccc1)n1nc(-c2ccccc2)nc1NCc1ccco1	3.8%	-14%	10%	16%
COc1ccc2nc(NC(=O)CSC3=NCCS3)sc2c1	u	-26%	-18%	u
Cc1ccc(NC(=O)CSc2nnc(-c3ccc(S(=O)(=O)N4CCOCC4)cc3)n2C)cc1	1.7%	x	10%	-18%
O=c1[nH]c(CN2CCN(C/C=C/c3ccccc3)CC2)nc2cc(Cl)ccc12	u	-15%	-7%	-11%
CCC(C(=O)NCCc1ccc(SC)cc1)n1nc(C)c2sc3ccccc3c2c1=O (centres undefined)	0.5%	-10%[10.9 µM]	-3%	-9%
Cc1c(NC(=O)Nc2ccc(Br)cc2F)sc2nc3n(c(=O)c12)CCC(C)CC3 (centres undefined)	u	-9%[10.9 µM]	u	27%
NC(=NCCC[C@H](N)C(=O)O)NO	2.2%	12%	8%	10%
C[C@@H]1NCC[C@H](CC(=O)O)[C@H]1CC(=O)O	-0.6%[11.4 µM]	-2%[10.9 µM]	4%[9.22 µM]	3%[9.22 µM]
O=S(=O)(Nc1nc2n(n1)C(c1ccc(F)cc1)C=C(c1ccc(Cl)cc1)N2)c1ccccc1 (centres undefined)	u	-6%[10.9 µM]	-2%	11%
O=C(CCN1CCCCC1)c1ccc2c(c1)OCCO2	u	-34%[inhibitor]	-4%	4%

# Screens: PubChem BioAssay, National Center for Advancing Translational Sciences (NCATS)
